# aSyn tox rescue: rescues yeast growth from alpha-synuclein toxicity; S. cerevisiae alpha-synuclein toxicity rescue, BacTiter-Glo growth, 24 h; Potency, µM (titrated, usually from 46.1 µM), for inactives: at the highest dose growth rescue (activation), actives largely listed as activators; 94,000 tested, 0.02% active; active means well fitted activation curve with a large enough effect; inconclusive means small, poorly fitted or top-dose-only effect; further: 0% is about no effect
#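 Growth restoration measured by BacTiter-Glo luminescence after 24 hr at 30 deg C; alpha-synuclein yeast, raffinose-pregrown to mid-log, were added at OD600=0.02 in galactose medium onto pinned compounds.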
# An asterisk follows results filed as active; ? = inconclusive; [ ] = remark or other dose. Potency means the concentration at half of the fitted maximal effect. A portion of the library (hit frequency here may not be typical).
Compound	aSyn tox rescue
Cc1ccc(S(=O)(=O)NCC(=O)N(CC(=O)NCC2CCCO2)c2ccc(Cl)cc2)cc1 (stereo unspecified)	4%
CC(C)c1ccc(NC(=O)Cn2c(=O)n(CCc3ccccc3)c(=O)c3ccccc32)cc1	-6%
Cc1ccc(C(C[N+](=O)[O-])c2c(N)n(C)c(=O)n(C)c2=O)cc1 (stereo unspecified)	-64%[inhibitor]
Oc1ccccc1C=NCCCCCCN=Cc1ccccc1O	-7%
O=C(NCC(c1cccnc1)N1CCc2ccccc2C1)C(=O)Nc1ccccc1F (stereo unspecified)	-1%
COc1cc(C(=O)N(C)C2CCCCC2)cc(OC)c1OC	-15%
Cc1ccc(Cl)cc1NC(=O)c1ccc(-c2nc(CSc3ccccc3)c(C)o2)cc1	?
Cc1cc(C(=O)NNC(=O)c2ccc(C)s2)c(C)o1	-2%
O=S(=O)(NCc1ccccc1)c1ccc2[nH]c3c(c2c1)CCCCC3	7%
Cc1ccc(-c2cc(C(=O)Nc3cc([N+](=O)[O-])ccc3C)no2)cc1F	5%
COc1cc(C2NC(=O)NC(C)=C2C(=O)Nc2cc(C)cc(C)c2)ccc1O (stereo unspecified)	-1%
Cc1nnc(N2CCN(c3ccc(Cl)cc3)CC2)c2c1nnn2Cc1ccc(F)cc1	-2%
O=C(O)Cn1cc(/C=N/NC(=O)c2cc3cc(Br)ccc3o2)c2ccccc21	10%
Cc1ccc(Cn2cc3c(n2)-c2c(oc(C(=O)Nc4ccc(F)cc4F)c2C)CC3)cc1	-2%
CCCN1CCN(C(=O)CCNC(=O)Cn2cnc3ccccc3c2=O)CC1	-8%
N#C/C(=C\c1coc2ccccc2c1=O)C(N)=S	3%
CCc1ccccc1NC(=O)c1sc2nc3c(cc2c1N)CN(Cc1ccccc1)CC3	8%
CCn1c(SCC(=O)Nc2nnc(C)s2)nc2c(c1=O)SC(C)C2 (stereo unspecified)	1%
CCC(Cc1ccccc1)NC(=O)Cn1ncc2c3ccccc3n(Cc3ccc(F)cc3)c2c1=O (stereo unspecified)	3%
CC1=Nc2cc(C(=O)NCCCOC(C)C)ccc2Sc2ccccc21	13%
CCCCNc1cc(NC2CCCCC2)c2c3c(onc13)-c1ccccc1C2=O	-15%
CCc1ccccc1NS(=O)(=O)c1ccc2[nH]cc(C(=O)N3CCCCC3)c(=O)c2c1	2%
CC(=O)Nc1ccc(S(=O)(=O)N2CCN(c3cccc(C)c3C)CC2)cc1	1%
CN(Cc1ccc(F)cc1)C(=O)C(c1ccccc1)c1ccccc1	13%
COc1ccccc1-c1nc(S(=O)(=O)c2ccccc2)c(N2CCC(C)CC2)o1	8%
CCOC(=O)c1cc2c(=O)n3ccccc3nc2n(Cc2ccco2)c1=NC(=O)c1ccccc1OC	10%
Nc1nc(Nc2cccc(Cl)c2)sc1C(=O)c1ccc(F)cc1	-15%
CCOC(=O)CSc1n[nH]c(=S)s1	13%
CC(C)(C)c1ccc(C(=O)NC(Cc2c[nH]c3ccccc23)C(=O)OCC(=O)c2ccc(Br)cc2)cc1 (stereo unspecified)	-10%
O=C(O)c1ccc(S(=O)(=O)N2CCCCCCC2)cc1	10%
Cc1ccc(NC(=O)c2c(C)oc3ncnc(N4CCCCC4)c23)cc1Cl	-2%
Cc1nn(CC(=O)N2CCCCC2)c(=O)c2cc3occc3n12	-8%

# A section of the results above, as a working copy:
Compound	aSyn tox rescue
CCOC(=O)c1cc2c(=O)n3ccccc3nc2n(Cc2ccco2)c1=NC(=O)c1ccccc1OC	10%
Nc1nc(Nc2cccc(Cl)c2)sc1C(=O)c1ccc(F)cc1	-15%

# Remaining list, next part
Compound	aSyn tox rescue
Cc1ccc(NC(=S)NC(CO)C(O)c2ccc([N+](=O)[O-])cc2)cc1 (stereo unspecified)	-7%
O=C(c1cccs1)N1C(=O)c2cccc3cccc1c23	8%
CC(=O)NCCc1nc2ccccc2n1Cc1cccc(C)c1	-2%
Cc1cccc(C(=O)Nc2ccc(C(=O)c3ccccc3)cc2)c1	-50%[inhibitor]
CSc1ccccc1NC(=O)CN(C)C(=O)CCc1c[nH]c2ccccc12	3%
O=C(Nc1ccc(S(=O)(=O)NC2=NCCCCC2)cc1)C1COc2ccccc2O1 (stereo unspecified)	4%
COc1ccc(N2CC(NS(=O)(=O)c3ccc4ccccc4c3)CC2=O)cc1 (stereo unspecified)	14%
O=C(NCC(c1ccco1)N1CCOCC1)c1ccc(F)c(F)c1 (stereo unspecified)	7%
Cc1cccc(-c2nc3c(cnn3-c3ccccc3)c(=O)n2-c2ccc(Br)cc2)c1	24%
COc1ccccc1N1CCN(C(=O)CCN2C(=O)c3cccc4cccc(c34)C2=O)CC1	-4%
Cc1ccccc1NC(=O)c1ccc(F)c(S(=O)(=O)N2CCc3ccccc3C2)c1	2%
O=C(CC1N=C2c3ccccc3N=C(SCc3ccccc3F)N2C1=O)NCc1cccs1 (stereo unspecified)	2%
O=C(NCCc1ccccc1)c1ccc2c(c1)N(Cc1ccccc1Cl)C(=O)c1ccccc1S2	4%
CC1=C(C(=O)Nc2cc(C(=O)NCc3ccccc3)ccc2C)SCCO1	10%
O=C(Cn1c(=O)oc2cc(S(=O)(=O)N3CCCC3)ccc21)NCc1ccc(Cl)cc1	0%
CC(C)(C)C(=O)Nc1nnc(SCC(=O)NC2CCCC2)s1	4%
COCCCNC(=O)c1cc(S(=O)(=O)N2CCC3(CC2)OCCO3)ccc1F	7%
NC(=O)C1CCN(C(=O)c2cc3n(n2)C(C(F)(F)F)CC(c2ccco2)N3)CC1 (stereo unspecified)	4%
NS(=O)(=O)c1cc(C(=O)N=Nc2c(O)[nH]c3ccccc23)ccc1Cl	-7%
COCCn1c(=N)c(C(=O)NCC2CCCO2)cc2c(=O)n3ccccc3nc21 (stereo unspecified)	2%
COc1cccc(CNC(=O)CN(c2ccc(C(C)C)cc2)S(=O)(=O)c2c(C)noc2C)c1	8%
CCc1ccccc1NC(=O)CCNS(=O)(=O)c1ccc2c(c1)CCCC(=O)N2	-5%
CCc1ccccc1NC(=O)C1=C(C)C(=O)OC12CCCCCC2	0%
COc1cc(NC(=O)c2cc3cc4cc(OC)ccc4nc3o2)cc(OC)c1	6%
Cc1nc(CN2CCC(c3ccccc3)CC2)cc(=O)[nH]1	1%
CC(Oc1cccc(Cl)c1)C(=O)Nc1ccc(N2CCOCC2)cc1N1CCOCC1 (stereo unspecified)	2%
O=C(O)/C=C\C(=O)Nc1ccc(OCc2ccccc2)cc1	6%
O=C(NCC(c1ccco1)S(=O)(=O)c1cccs1)c1ccc(F)c(F)c1 (stereo unspecified)	5%
Cc1ccccc1CN1C(=O)c2ccccc2Sc2ccc(C(=O)NCCc3ccccc3)cc21	-3%
O=C(NCc1cccnc1)c1cc(S(=O)(=O)N2CCOCC2)c(Cl)cc1Cl	2%
COc1ccc2nc(SCC(=O)N3CCCCC3)c(C#N)cc2c1	3%
CCNc1nc(NC(C)C)nc(N(C#N)CC(=O)OC)n1	-3%
CCN1CCN(C(CNS(=O)(=O)c2ccc(OC)cc2)c2cccnc2)CC1 (stereo unspecified)	1%
O=C1CC2(CCN(C(=O)COc3ccc(F)cc3)CC2)Oc2ccccc21	-2%
O=[N+]([O-])c1ccc(OC(F)F)c(/C=N/n2cnnc2)c1	-2%
CCN(CC)CCNC(=O)c1cc2c(=O)n(C)c3ccccc3c2n1C	24%
COc1ccc(NC(=O)CN(C)C(=O)c2ccc(=O)[nH]c2)cc1	9%
COCCCn1c(=O)c2sccc2n2c(CCCC(=O)Nc3cccc(OC)c3)nnc12	9%
Cc1ccc(C)c(S(=O)(=O)Nc2ccc(O)c(C(=O)O)c2)c1	2%
Cc1ccc(NC(=O)Cn2c(SCc3cccc(F)c3)nc3ccncc32)c(C)c1	-5%

# Next section (5 carried over from the part before).
Compound	aSyn tox rescue
CCN(CC)CCNC(=O)c1cc2c(=O)n(C)c3ccccc3c2n1C	24%
COc1ccc(NC(=O)CN(C)C(=O)c2ccc(=O)[nH]c2)cc1	9%
COCCCn1c(=O)c2sccc2n2c(CCCC(=O)Nc3cccc(OC)c3)nnc12	9%
Cc1ccc(C)c(S(=O)(=O)Nc2ccc(O)c(C(=O)O)c2)c1	2%
Cc1ccc(NC(=O)Cn2c(SCc3cccc(F)c3)nc3ccncc32)c(C)c1	-5%
CCN1CCSc2ccc(C(=O)NCc3cc(Br)ccc3OC)cc21	-10%
Cc1ccc(-n2cnnn2)cc1Cl	-5%
CCCN(CC(=O)Nc1ccc(F)c(F)c1F)C(=O)CCc1nc2ccccc2c(=O)[nH]1	1%
Cc1cc(OCC(O)CN2CCN(c3cccc(Cl)c3)CC2)ccc1Cl (stereo unspecified)	-18%
CC1CCN(C(=O)COC(=O)c2cc(S(=O)(=O)N3CCOCC3)ccc2Cl)CC1	-3%
COCCN1Cc2cccc(C(=O)NCc3cccnc3)c2C1=O	-1%
CCOC(=O)N1CCN(C(=O)CN(c2cccc(Cl)c2)S(=O)(=O)c2ccccc2)CC1	8%
O=[N+]([O-])c1ccccc1CSc1nnc2ccccn12	3%
CC(=O)Nc1ccc(S(=O)(=O)N(Cc2ccccc2)Cc2ccccc2)cc1	24%
CCNC(=O)Nc1ccc(S(=O)(=O)Nc2cnc(C)nc2C)cc1	-7%
CC(C)Oc1ccc(CNC(=O)c2cc3ccccn3n2)cc1	5%
COc1ccc(NC(=O)c2oc3ccc(S(=O)(=O)N(C)C4CCCCC4)cc3c2C)cc1Cl	7%
CCCCNC(=O)COC(=O)c1ccc(C)c(NC(=O)c2ccco2)c1	-7%
CCOC(=O)c1cccc(NC(=O)c2cc(CN3CCCC3)on2)c1	-3%
COCCN1C(=O)C(=O)/C(=C(/O)c2ccc(S(=O)(=O)N3CCOCC3)cc2)C1c1cccc(Cl)c1 (stereo unspecified)	-7%
COc1ccc(OC)c(S(=O)(=O)NCC(c2ccc(F)cc2)N2CCN(C)CC2)c1 (stereo unspecified)	-3%
Cc1cc2c(cc1S(=O)(=O)NCc1ccccc1)NC(=O)CO2	2%
CCOc1ccccc1C1CC(c2ccc(Cl)cc2)Nc2nc(N)nn21 (stereo unspecified)	2%
Cc1cccc(C)c1NC(=O)C(=O)NCCc1c[nH]c2ccccc12	6%
CCOc1ccc(CCNS(=O)(=O)c2c(C)nc3sc(C)cn3c2=O)cc1OCC	-5%
OC(c1ccccc1)C(CN1CCOCC1)c1ccccc1 (stereo unspecified)	7%
O=C(COC(=O)c1cc(S(=O)(=O)N2CCCCC2)ccc1Cl)NC1CCCCC1	-7%
COc1cccc(N2CCN(C(=O)c3c(C)oc4ncnc(N5CCCCC5)c34)CC2)c1	7%
O=C1c2cccc3cc([N+](=O)[O-])cc(c23)C(=O)N1c1nncs1	4%
CCOC(=O)C1CCCN(C(=O)C2CCN(S(=O)(=O)c3c(C)noc3/C=C/c3ccccc3F)CC2)C1 (stereo unspecified)	-9%
O=C(NCC(=O)N1CCN(S(=O)(=O)c2ccccc2F)CC1)c1ccc2c(c1)OCO2	-2%
COc1cccc(-c2cc(C(=O)O)c3cc4ccccc4cc3n2)c1OC	-2%
CCCCCCNc1nc2c(c(=O)n(C)c(=O)n2C)n1Cc1cccc(C)c1	-9%
Cn1c(=O)cc(OCC(=O)N2CCC(N3CCCCC3)CC2)c2ccccc21	-5%
Cc1ccc(N2CC(NC(=O)c3ccc(S(=O)(=O)N4CCOCC4)cc3)CC2=O)cc1 (stereo unspecified)	2%
CCN(Cc1ccccc1)C(=O)CSc1n[nH]c(N)n1	3%
O=C(CSc1nnnn1CCCO)Nc1ccc2c(c1)OCO2	2%
CCN(CC)S(=O)(=O)c1ccc(N2CC(C(=O)NCc3cccnc3)CC2=O)cc1 (stereo unspecified)	-13%
CCOc1ccccc1CNC(=O)CN1C(=O)CCc2cc(S(=O)(=O)N3CCCCC3)ccc21	-1%
CCc1nn(CC(=O)N(CC)Cc2ccccc2)c(=O)c2cc3occc3n12	0%
COc1ncnc2c1ncn2CCCN1CCN(c2ccccn2)CC1	-3%
CN(C)/C=N/c1nc2nccc(-c3ccccc3)n2n1	-4%
COC(=O)Cn1c(=NC(=O)C(C)(C)C)sc2c(C)cc(C)cc21	-1%
O=C(Nc1ccc(F)cc1)/C(Cl)=C/c1ccccc1	-16%
Cc1cccc(C)c1NC(=O)c1cc(S(=O)(=O)N2CCOCC2)cn1C	5%
CCC(=O)N1CCc2cc(Br)cc(S(=O)(=O)CCC(=O)Nc3ccc(CC)cc3)c21	2%
Cc1ccccc1-c1nnc(NC(=O)CSc2nc3ccccc3s2)s1	3%
CCN(Cc1ccncc1)C(=S)Nc1ccccc1C	5%
CCOC(=O)c1[nH]c2ccccc2c1NC(=O)c1c(F)cccc1F	6%
O=C(c1ccc(CSc2nc3ccncc3[nH]2)cc1)N1CCN(c2cccc(Cl)c2)CC1	-4%
CCN1CCN(Cc2ccc(NC(=O)c3ccc(C)c(NC(=O)N4CCNC4=O)c3)cc2C(F)(F)F)CC1	1%
CCc1nnc(NC(=O)CSCc2cc(=O)c3ccc(C)cc3[nH]2)s1	-2%
COc1ccccc1N1CCN(C(=O)NCc2cccc(C(F)(F)F)c2)CC1	4%
CCCN1Cc2cccc(C(=O)Nc3ccc(OC)c(OC)c3)c2C1=O	-6%
COc1ccc(-c2onc(C)c2C)cc1S(=O)(=O)NCc1cccs1	-6%
O=C(CN1CCN(Cc2ccccc2)CC1)Nc1ccc(N2CCOCC2)cc1	-1%

# Screening results (PubChem)
